Screening data (PubChem BioAssay)
mcGAS MS inh: inhibitors of Mus musculus cyclic GMP-AMP synthase, initial high-throughput assay, cell-free, RapidFire MS. recombinant mouse cGAS, cGAMP by RapidFire MS. inhibition, % at 12.5 µM. Q8C6L5. hit rate 0.18% among 130,000;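 active = inhibition of cGAS enzyme activity at or above 60%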;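 note: enzyme stimulated by 45 bp dsDNA with ATP and GTP substrates; cGAMP share of summed cGAMP plus half ATP and half GTP signals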
Target sequence (Q8C6L5 whole entry, looked up): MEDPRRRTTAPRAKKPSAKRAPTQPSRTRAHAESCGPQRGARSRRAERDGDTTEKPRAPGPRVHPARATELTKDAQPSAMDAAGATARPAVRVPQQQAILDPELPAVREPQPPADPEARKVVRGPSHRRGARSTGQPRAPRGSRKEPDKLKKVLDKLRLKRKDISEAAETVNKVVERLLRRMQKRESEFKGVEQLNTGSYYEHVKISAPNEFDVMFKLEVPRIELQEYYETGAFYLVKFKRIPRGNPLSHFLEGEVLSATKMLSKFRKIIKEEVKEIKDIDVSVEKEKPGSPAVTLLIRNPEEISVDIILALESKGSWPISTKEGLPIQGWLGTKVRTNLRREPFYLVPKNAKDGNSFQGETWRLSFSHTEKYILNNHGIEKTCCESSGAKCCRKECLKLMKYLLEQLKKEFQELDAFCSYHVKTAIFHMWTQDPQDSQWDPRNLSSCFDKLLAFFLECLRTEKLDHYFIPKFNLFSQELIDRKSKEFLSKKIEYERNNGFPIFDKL
Starred values were filed as active, the others as inactive; & = joins results of further samples.

| mcGAS MS inh | SMILES |
| --- | --- |
| -12 | Cc1nccc(-c2ccccc2)c1C(=O)N1CCOC(C(F)(F)F)C1 (configuration not stated) |
| -3 | CCn1c(C)cc(C(=O)CSc2nnc(C3CC3)n2C2CC2)c1C |
| 5 | CN(C(=O)C1CCCN1C(=O)c1cc(Cl)cc(Cl)c1)C1CCS(=O)(=O)C1 (configuration not stated) |
| -10 | Fc1ccc(/C=C/CN2CCCC(OCc3cccnc3)C2)cc1 (configuration not stated) |
| -15 | Cc1ccc(C)c(OCCCN(C)C(=O)c2cn3c(n2)CNCC3)c1 |
| -10 | CCCc1cc(C(=O)N2CCCC3(CC2)CNC(=O)O3)ccn1 (configuration not stated) |
| 7 | CCOc1c(C)cnc2c1c(=O)n(CC(=O)NCCOC)c(=O)n2C |
| -11 | CC(C)NC(=O)c1sc(N2CCCC2)nc1Cl |
| -1 | O=[N+]([O-])c1ccc(N=Nc2c(O)[nH]c3c(I)cccc23)cc1 |
| -3 | CC(C)C1=C2CCCCC2NC(=O)N1 (configuration not stated) |
| 4 | CC(C)(Oc1ccc(Cl)cc1)C(=O)OCc1cccnc1 |
| -21 | CCOc1ccc(C(=O)CCC(=O)N2CCn3cncc3C2)cc1C |
| -2 | CNc1cnc(-c2ccc(N3CCN(C)CC3)cc2)cn1 |
| -14 | CC(NC1CC(C)(C)CC(C)(C)C1)c1nncn1C(C)C (configuration not stated) |
| 36 | Cc1ccc(NCN2C(=O)/C(=C\c3ccccc3)SC2=S)cc1 |
| 11 | Cc1cc(OCC(=O)NNC(=O)C(C)(C)C)cc(C)c1Cl |
| -18 | Cc1c(S(=O)(=O)CCNC(=O)NCc2ccccc2)c2ccccc2n1Cc1ccccc1 |
| -1 | Nc1ncc(Cc2ccc(F)cc2)s1 |
| -9 | CCOc1ccc(N2C(=O)CSC2c2cccc(Br)c2)cc1 (configuration not stated) |
| 3 | CC1(C(=O)NS(=O)(=O)c2ccc(Cl)cc2)CCN1C(=O)CCc1ccc(Cl)cc1Cl (configuration not stated) |

In the list so far, these contain a Cl atom.
| mcGAS MS inh | SMILES |
| --- | --- |
| 5 | CN(C(=O)C1CCCN1C(=O)c1cc(Cl)cc(Cl)c1)C1CCS(=O)(=O)C1 (configuration not stated) |
| -11 | CC(C)NC(=O)c1sc(N2CCCC2)nc1Cl |
| 4 | CC(C)(Oc1ccc(Cl)cc1)C(=O)OCc1cccnc1 |
| 11 | Cc1cc(OCC(=O)NNC(=O)C(C)(C)C)cc(C)c1Cl |
| 3 | CC1(C(=O)NS(=O)(=O)c2ccc(Cl)cc2)CCN1C(=O)CCc1ccc(Cl)cc1Cl (configuration not stated) |

The list continues:
| mcGAS MS inh | SMILES |
| --- | --- |
| -7 | COc1ccc(-n2c3c(c(=O)[nH]c2=O)C(NC(=O)CCc2ccccc2)(C(F)(F)F)C(=O)N3)cc1 (configuration not stated) |
| -5 | c1ccc(CCNc2nc(-c3ccccc3)cs2)cc1 |
| -4 | Cc1c(C(=O)NCC(F)(F)F)sc(=O)n1Cc1ccc(-c2ccccc2)cc1 |
| -5 | CCCCSc1nc2c(c(=O)[nH]1)C(c1cccc(F)c1)C(C(=O)OC)C(C)=N2 (configuration not stated) |
| 4 | CN(CC1COc2ccccc2O1)C(=O)Nc1n[nH]c(-c2ccco2)n1 (configuration not stated) |
| -1 | CN(C1CCCCC1)S(=O)(=O)c1ccc(S(=O)(=O)N2CCCC2)cc1 |
| -7 | COCCN(Cc1cn(C)nc1-c1cccc(Cl)c1)C(C)C |
| 50 | O=[N+]([O-])c1ccc(C=Nn2cnn(Cc3ccccc3Cl)c2=S)o1 |
| -2 | CC1c2ccccc2OC1C(=O)NS(=O)(=O)/C=C/c1ccccc1 (configuration not stated) |
| -9 | CCN1C(=O)c2cccc3c(S(=O)(=O)N4CCN(CCO)CC4)ccc1c23 |
| -10 | O=C(Cn1nc2n(c1=O)CCCCC2)Nc1cccc(C(F)(F)F)c1 |
| -12 | CCc1nnsc1C(=O)NC(c1ccncc1)c1ccc(C)cc1 (configuration not stated) |
| -4 | CCN(CCCNC(=O)Cc1c(C)nc2nc(N)nn2c1C)c1ccccc1 |
| -7 | O=C(c1ccc(-c2ccccc2)cc1)C1CCCN(Cc2cccnc2)C1 (configuration not stated) |
| -9 | CN1C(=O)c2ccccc2C(C(=O)Nc2ccc3c(c2)OCO3)C1c1cn(C)c2ccccc12 (configuration not stated) |
| -4 | CCCCn1cnc2cc(C)c(C)cc21 |
| -19 | COc1cccc(-n2cc(CN(C)Cc3cc(F)ccc3F)cn2)c1 |
| -15 | O=C(Nc1ccccc1)c1cc2n(n1)CCN(Cc1cnc[nH]1)C2 |
| -10 | CC1(C(=O)NS(=O)(=O)c2ccccc2Cl)CCN1C(=O)CC1CC1 (configuration not stated) |
| -4 | CCCN(C(=O)c1ccoc1)C1CC(OCC)C12CCCCC2 (configuration not stated) |

Shown tab-delimited: 2 of the compounds above.
canonical_smiles	mcGAS MS inh
CN(C(=O)C1CCCN1C(=O)c1cc(Cl)cc(Cl)c1)C1CCS(=O)(=O)C1 (configuration not stated)	5
Fc1ccc(/C=C/CN2CCCC(OCc3cccnc3)C2)cc1 (configuration not stated)	-10

Three compounds from above, sorted by the value under mcGAS MS inh, descending:
| mcGAS MS inh | SMILES |
| --- | --- |
| -2 | CC1c2ccccc2OC1C(=O)NS(=O)(=O)/C=C/c1ccccc1 (configuration not stated) |
| -4 | Cc1c(C(=O)NCC(F)(F)F)sc(=O)n1Cc1ccc(-c2ccccc2)cc1 |
| -7 | COc1ccc(-n2c3c(c(=O)[nH]c2=O)C(NC(=O)CCc2ccccc2)(C(F)(F)F)C(=O)N3)cc1 (configuration not stated) |

Next records.
| mcGAS MS inh | SMILES |
| --- | --- |
| -4 | CCOc1ccc(C(=O)c2cn(Cc3ccccc3OC)c3ccccc3c2=O)cc1 |
| -6 | Cc1ccccc1CCN1CCCC(CN(C)C(=O)Cn2nc3ccccc3n2)C1 (configuration not stated) |
| 2 | N#CCc1cccc(C(=O)Nc2ccc3c(c2)S(=O)(=O)C=C3)c1 |
| -29 | CC(CC(=O)c1cccs1)NC(=O)C(C)Cc1ccccc1F (configuration not stated) |
| 7 | COc1ccc(S(=O)(=O)NCC2CCCN(C(=O)CCN3CCCO3)C2)cc1 (configuration not stated) |
| -2 | CSc1ccc(-c2ccc(-n3ccnc3)cc2)nn1 |
| -5 | O=C(CN1C(=O)CSc2ccccc21)Nc1cccc(N2CCCC2=O)c1 |
| -6 | COc1cc(N2CCC(=O)NCC2C)nc(OC)n1 (configuration not stated) |
| -3 | CNC(=O)Oc1ccc2c(c1)[C@]1(C)CCN(C)C1N2C (some centres not stated) |
| -4 | CCCC(=O)N1CCCC1C(=O)NC(C)c1cc(C)sc1C (configuration not stated) |
| -11 | COC(=O)c1c(NC(=O)c2ccccc2Br)sc(C)c1C |
| -8 | CC(C)C(C)(C#N)NC(=O)COC(=O)c1ccccc1-c1ccccc1C#N (configuration not stated) |
| -5 | CC1(C)C(c2ccccc2)[N+](=O)C(c2ccccc2)=C(c2ccccc2)N1[O-] (configuration not stated) |
| -21 | Cc1nc2ccccn2c(=O)c1NC(=O)c1ccc2c(c1)OCO2 |
| -31 | CCn1c(CN2CCCCCC2=O)nnc1SCC(=O)NC1CCCCC1 |
| 1 | CC(OC(=O)Cn1[nH]c(=O)c2ccccc2c1=O)C(=O)NC1CCCCC1C (configuration not stated) |
| -8&-7 | Cc1cc2c(cc1Br)NCC(C)O2 (configuration not stated) |
| -8 | CCc1ccc(CN(C)Cc2cn[nH]c2-c2ccc(OC)cc2OC)cc1 |
| 5 | CCCc1ncncc1C(=O)N1CCOC(c2ccc(Cl)cc2)C1 (configuration not stated) |
| 17 | c1cc(-c2cncnc2)cc(-c2ccn(CC3CCCCO3)n2)c1 (configuration not stated) |

Shown comma-delimited: entries from further up
SMILES,mcGAS MS inh
Cc1ccccc1CCN1CCCC(CN(C)C(=O)Cn2nc3ccccc3n2)C1 (configuration not stated),-6
N#CCc1cccc(C(=O)Nc2ccc3c(c2)S(=O)(=O)C=C3)c1,2
CC(CC(=O)c1cccs1)NC(=O)C(C)Cc1ccccc1F (configuration not stated),-29
COc1ccc(S(=O)(=O)NCC2CCCN(C(=O)CCN3CCCO3)C2)cc1 (configuration not stated),7
CSc1ccc(-c2ccc(-n3ccnc3)cc2)nn1,-2

The list continues:
| mcGAS MS inh | SMILES |
| --- | --- |
| -7 | COCCCC1CCCCN1C(=O)NCCc1ccccc1 (configuration not stated) |
| -12 | O=C(COc1ccccc1F)NC1CCN(c2ccccc2)C1=O (configuration not stated) |
| -1 | CCOc1ccc(S(=O)(=O)N2CC3(C)CC2CC(C)(C)C3)cc1 (configuration not stated) |
| -5 | CC(C)(C)c1ncc2c(n1)CN(C(=O)Cc1ccc3c(c1)NC(=O)CO3)C2 |
| -12 | COc1ccc(NC(=O)CCC2CCCN(C(=O)CCn3cncn3)C2)cc1Cl (configuration not stated) |
| -6 | O=c1c2ccccc2[nH]c(=S)n1C1CCCC1 |
| -3 | Nc1ncccc1C(=O)OCC(=O)Nc1ccc(I)cc1 |
| -10 | Cc1ccc(C)c(Nc2nc(N3CCCC3)nc3nccnc23)c1 |
| 7 | Cc1cc2cc(CNC(=S)NCc3ccccc3)ccc2[nH]1 |
| -2 | COc1cc(C=Nn2nnnc2N)ccc1OCCc1ccccc1 |
| -4 | Oc1ccccc1-c1cc(C(F)(F)F)nc(-c2ccccc2)n1 |
| 4 | CC(NC(=O)C=C1CCCCC1)c1ccc(S(C)(=O)=O)cc1 (configuration not stated) |
| -8 | CCN(Cc1nc2ccccc2c(=O)[nH]1)C(=O)c1ccc2c(c1)CCC2 |
| 9 | O=C(c1cc([N+](=O)[O-])ccc1Cl)N1CCN(C(=O)c2cc([N+](=O)[O-])ccc2Cl)CC1 |
| 13 | CN(C)c1c(N)n(C)c(=O)[nH]c1=O |
| -8 | c1cc2c(c(-c3cc(N4CCCCC4)ncn3)c1)CCNC2 |
| -11 | Cc1ccc(NC(=O)CCS(=O)(=O)C2CCCC2)cc1 |
| -13 | CC1CCC(NC(=O)CNC(=O)c2ccc3ccccc3c2)CC1 (configuration not stated) |
| -18 | O=C(N1C[C@H]2CC[C@@H](C1)N2)C1(Oc2ccc(Cl)cc2)CCNCC1 |
| 2 | CCC(C)NC(N)=NCc1ccc(-c2ccc3c(c2)CCCO3)cc1 (configuration not stated) |
| 0 | CC(C)n1c(O)c(N=NC(=O)Cc2csc(N3CCOCC3)n2)c2ccccc21 |
| -3 | Cn1c(=O)[nH]c(=O)c2c1nc(N1CCN(Cc3ccccc3)CC1)n2Cc1ccc(Cl)c(Cl)c1 |
| 0 | Cc1ccc(C=C2N=C(c3ccccc3F)OC2=O)o1 |
| -5 | COC(=O)Cc1csc(N=Cc2c(O)[nH]c(=O)[nH]c2=O)n1 |
| -2 | COC(C(=O)Nc1ccnn1C1CCN(C(=O)CC2CCCC2)CC1)c1ccccc1 (configuration not stated) |
| -34 | CCCCN(CC)c1cn[nH]c(=O)c1Cl |
| -1 | Cc1cc(N2CCOCC2)nc(Nc2ccc(NC(=O)COc3ccccc3)cc2)n1 |
| -15 | Cn1c(=O)c2c(ncn2Cc2ccc(C(C)(C)C)cc2)n(C)c1=O |
| -7 | Cc1ccc(-c2ccnc(NC(CC(C)C)c3ncnn3C)n2)c(C)n1 (configuration not stated) |
| -2 | CCNC(=O)NC(=O)CSc1nnc(NCc2ccc(OC)cc2)s1 |
| -4 | N#CC1(c2nc3ccccc3s2)Cc2c(F)cccc2N2CCCC21 (configuration not stated) |
| -30 | CCN1CCCC1Cn1c(=O)n(CC2CCCCO2)c2cc(C(=O)O)ccc21 (configuration not stated) |
| -1 | CN(Cc1ccc(O)cc1)C(=O)Cc1cc(Cl)c2c(c1)OCCCO2 |
| -13 | O=C(C1CCCCC1)N1CCN(c2ccc(-n3cccn3)nn2)CC1 |
| -5 | Cc1ccc(C(C)(C)C)cc1S(=O)(=O)N1CC(C)OC(C)C1 (configuration not stated) |
| -5 | OC(COc1ccc2ccccc2c1)CN1CCCCCC1 (configuration not stated) |
| 4 | CCC(=O)[C@@]1(C)[C@H](C)C[C@H]2[C@@H]3CCC4=CC(=O)C=C[C@]4(C)[C@H]3[C@@H](O)C[C@@]21C |
| -13 | CCN(CC(=O)Nc1ccc(OC)cc1)CC(=O)N1CCc2ccccc21 |
| -2 | Cn1cnnc1CNC(=O)Cc1cc(Cl)ccc1Cl |
| -24 | CCn1nc(CC(C)C)cc1C(=O)NC1C=CS(=O)(=O)C1 (configuration not stated) |
| -1 | N#Cc1cccc(S(=O)(=O)NC2CCSc3ccc(Cl)cc32)c1 (configuration not stated) |
| -7 | COc1ccc(/C(=N/O)c2ccccc2NC(=O)c2ccc(C)cc2)cc1 |
| -7 | CC1=Nc2ccccc2N=C(N)C1c1ccccc1 (configuration not stated) |
| -8 | CN=c1scc(-c2ccc(Cl)cc2Cl)n1N=Cc1ccsc1 |
| -9 | N#Cc1c(NC(=O)CSc2nnnn2C2CCCC2)sc2c1CCC2 |
| -7 | O=C(O)C1CCC(Cn2c(SCc3cc(=O)n4ccccc4n3)nc3ccsc3c2=O)CC1 (configuration not stated) |
| 2 | Cc1ccc(NC(=S)NN=C2CC3CC=CC23)c(C)c1 (configuration not stated) |
| -5 | CCc1nccc(-c2c(-c3ccccc3)ncn2C2CC(=O)N(CC)C2)n1 (configuration not stated) |
| -14 | O=C(NCc1cccnc1-n1ccnc1)C1CCCc2c1[nH]c1ccccc21 (configuration not stated) |
| -18 | CN(Cc1ccc(F)cc1F)Cn1nc(C2CC2)n(C2CC2)c1=S |
| -1 | CC(NC(=O)NCCN(C)C(=O)OC(C)(C)C)c1ccc(C#N)cc1 (configuration not stated) |
| -25 | CC(C)C[C@H]1CN(C(=O)c2ccc(=O)n(C)c2)CC[C@@]1(C)O |
| -9 | Cc1c(C(=O)NC2CCCCC2)sc2nc3ccc(N)cc3n12 |
| 3 | C=CCOc1ccc(C=NN2CCOCC2)cc1OC |
| -8 | COc1cccc2c1OCC(c1nc(C3CC3)nn1-c1ccccn1)C2 (configuration not stated) |
| -16 | N#CNc1nc(N2CCOCC2)nc(N2CCOCC2)n1 |
| 1 | O=C(NN=Cc1ccco1)C12CC3CC(CC(C3)C1)C2 |
| 0 | Cc1ccsc1C(=O)N1CCC1(C)C(=O)NS(=O)(=O)c1ccc(Cl)cc1 (configuration not stated) |
| 0 | COc1ccc(C2CCCN2Cc2cc(=O)n3ccc(C)cc3n2)c(OC)c1 (configuration not stated) |

A portion of the library; count on the stated rates, not on these rows.
